Compound activity (PubChem BioAssay)
PGC1a acetyl inh: lowers PGC1a acetylation signal in U2OS cells; AlphaScreen anti-acetyl-lysine; with virally co-expressed GCN5 acetyltransferase; inhibition, % at 15.6 µM; hit rate 0.17% among 350,000;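 active = every replicate shows inhibition of at least 40%; inconclusive = mean inhibition at least 40% but some replicate below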;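 also: 0% = neutral control wells and 100% = positive control wells; some results beyond the cut were filed as inactive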
Cneo AK release: Cryptococcus neoformans lysis via adenylate kinase release; C. neoformans lysis, adenylate kinase release luminescence, 4 h; normalised: neutral wells 0, clomiphene wells 100; lysis activity, % at 15 µM; hit rate 0.2% among 360,000; AID 651654;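 active = mean lysis activity across replicates of at least 80%, whatever share of replicates individually reach that level; inactive = mean lysis activity below 80%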
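Schedule: static 4 h at 37 °C with compound, 1 h detection; system: C. neoformans cells; benchmarks: Clomiphene as positive control; buffer or medium: fresh YPD medium; measure: luminescence rise reflecting yeast cell lysis; measured by: luminescent adenylate kinase detection reagent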
GSIS activator: GLuc luminescence reporter in INS-1E cells, primary screen for activators of glucose-dependent secretion of insulin; INS-1E GLuc reporter insulin secretion, 2-3 h; activation, % at 16.6 µM; hit rate 0.61% among 370,000; AID 743287;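 active = lowest replicate activation of at least 40%, so every replicate reaches that level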;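 also: 0% = median of neutral control wells and 100% = median of IBMX positive control wells; some compounds called inactive have numbers as strong as hits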
PglD DTNB: inhibitors of Campylobacter jejuni PglD acetyltransferase; inhibition, % at 12.5 µM; purified PglD enzyme, DTNB colorimetric CoA detection; hit rate 0.098% among 360,000; in the data active = inhibition above about 16%, passing the limit was not always enough; inconclusive = no clear call, values can overlap the other calls; also: strong numbers were not always called active
ARNT TACC3 PPI: ARNT/TACC3 interaction disruption; Q9Y6A5; AlphaScreen His-ARNT PAS-B/GST-TACC3 binding, luminescence; TACC3 fragment carries E629A point mutation; inhibition, % at 9.99 µM; hit rate 0.66% among 390,000;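 active = mean inhibition of replicates at least 50% and at least half of replicates each reaching 50%; inconclusive = half or more replicates reach 50% but mean below 50%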;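 also: 0% = complete ARNT plus TACC3 wells and 100% = ARNT alone without TACC3; many hits fall short of the cut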
LGR2 inh: inhibitors of bursicon-induced Drosophila LGR2 receptor cAMP signaling. HEK293 LGR2, CRE-luciferase, bursicon-stimulated, 4 h. inhibition, % at 9.99 µM. hit rate 0.35% among 380,000. AID 720647;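 active = drop in luminescence signal, shown as inhibition above about 50% in the replicate tests, limit read from the data, passing the limit was not always enough; inconclusive = probably only some replicates passing the limit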;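 also: agonist challenge used bursicon conditioned medium at about half maximal strength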
Statin myotox sup: suppression of simvastatin myotoxicity | C2C12 myotubes + simvastatin, ATP luminescence, 48 h; scaled: DMSO 0, geranylgeraniol control 100 | rescue of ATP level, % at 7.49 µM | hit rate 0.78% among 330,000 | AID 602340;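 active = mean ATP rescue above about 67%, or every replicate alone reaching that limit, limit read from the data, passing the limit was not always enough; inconclusive = no clear call, values can overlap the other calls; inactive = mean under the limit and some replicate under it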;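 also: myotubes were challenged with 10 µM simvastatin during compound exposure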
PAX8 reporter: inhibitors of PAX8 transcriptional activity in RMG-I cells | AID 652154 | inhibition, % at 12.6 µM | RMG-I TPO-luciferase reporter, SteadyGlo, 24 h | hit rate 1.2% among 360,000;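 active = mean replicate inhibition at least 60% with every replicate also reaching 60%; inconclusive = only one of the two criteria is met; inactive = mean below 60% and not all replicates reaching 60%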;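 also: luciferase light reporting Pax8 driven TPO promoter activity; plate controls were median of neutral control wells for no effect and mitoxantrone controls for full effect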
* marks the source's active call; other numbers are inactive results; ? = inconclusive; · = not tested or not shown; & = joins results of further samples.

Screens in order – PGC1a acetyl inh	GSIS activator	PglD DTNB	PAX8 reporter	LGR2 inh	Statin myotox sup	Cneo AK release	ARNT TACC3 PPI
CC(CN1CCCC1)OC(=O)c1ccccc1Cl (stereo not drawn)
→ 9	·	4	8	4	0	0	0
Nc1nc2n(n1)C(c1ccco1)CC(c1ccc(F)cc1)N2 (stereo not drawn)
→ 1	12	0	-9	4	19	0	-6
COc1ccc(C2=NO[C@@H]3C(=O)N(c4ccc(C)cc4C)C(=O)[C@H]23)cc1OC
→ 10	·	-4	-3	·	12	-1	-10
CCOc1ccc(NC2OC(CO)C(O)C(O)C2O)c([N+](=O)[O-])c1 (stereo not drawn)
→ 8	24	·	-10	10	·	·	10
N#Cc1ccsc1NC(=O)CSc1nnnn1-c1ccc(O)cc1
→ 11	12	·	-14	-27	0	·	15
COc1cc(S(=O)(=O)NC2CCCCC2C)ccc1-n1cnnn1 (stereo not drawn)
→ ·	-11	·	12	16	·	·	-4
COc1ccccc1-c1cn(CC[C@H]2CC[C@H](NC(=O)C3CCCCC3)[C@@H](CO)O2)nn1
→ -6	-4	7	17	7	14	-1	-3
Cc1cc(CNC(=O)CC2C(=O)NCCN2Cc2ccccc2)nn1C (stereo not drawn)
→ 8	23	-3	-10	6	2	-1	2
O=C(C[C@H]1C[C@@H]2c3cc(NC(=O)C4CCOCC4)ccc3O[C@@H]2[C@@H](CO)O1)NCc1ccccn1
→ 7	8	-3	-15	6	-6	-2	-3
O=C(NCC[C@@H]1CC[C@H](NC(=O)C2CCC2)[C@@H](CO)O1)Nc1ccc(Cl)cc1
→ 5	-10	3	11	3	1	42	10
COc1cccc(NC(=O)C[C@@H]2CC[C@H]3[C@H](COc4ccc(NC(=O)C5CCC5)cc4C(=O)N3C)O2)c1
→ 5	-14	·	0	-10	·	·	·
Cc1[nH]c(N=Nc2ccccc2)nc1N=Nc1ccccc1
→ ·	-37	·	-6	11	·	·	16
CSc1nc2nccc(-c3ccc(-c4ccccc4)cc3)n2n1
→ -3	·	-8	·	·	15	-5	·
CCC1=NN(C(=O)c2ccc(Br)cc2)C(O)(c2ccc(C)cc2)C1 (stereo not drawn)
→ ·	21	·	-18	-55	·	·	0
Cc1ccc(NC(=O)c2sc3nc[nH]c(=O)c3c2C)c(C)c1
→ 1	·	5	·	·	7	3	26
COc1ccccc1S(=O)(=O)N1CC[C@@H]2[C@H](CO)Nc3ccc(-c4ccccc4)cc3[C@@H]21
→ -7	11	-1	58	16	-14	-2	5
Cc1cc(C)nc(/N=C(\N)Nc2ccc(SC(F)F)cc2)n1
→ -8	15	-7	1	-3	-16	0	-1
COc1ccc(S(=O)(=O)N(C)CC(=O)NCc2cccnc2)cc1
→ 0	0	-2	-11	-4	·	0	·
CC(C)C[C@@H](CNCC(=O)[C@H](C)NC(=O)c1[nH]cnc1C(=O)N[C@@H](C)CN)NC(=O)c1nc[nH]c1C(=O)N[C@@H](CC(=O)O)C(=O)O
→ 5	-5	-2	-13	-1	15	1	3
Cc1ccc(NC(=O)C2CCN(S(=O)(=O)c3ccc4c(c3)OCCO4)CC2)c(O)c1
→ -13	7	-2	10	-3	4	-1	0
C[C@@H]1CCCCO[C@H](CN(C)C(=O)Nc2ccc(F)cc2)[C@@H](C)CN([C@@H](C)CO)C(=O)c2cc(NS(C)(=O)=O)ccc2O1
→ ·	-3	0	-15	-10	·	-1	-9
CC(C)Cn1c(C(C)C)nc([N+](=O)[O-])c1S(=O)(=O)c1ccc(F)cc1
→ 2	·	1	60	·	-5	-2	0
CCC(C(=O)NC1CCCC1)N(C(=O)c1snc(C(N)=O)c1N)c1ccc2c(c1)OCCO2 (stereo not drawn)
→ -8	-2	1	·	3	-55	1	-1
CN1c2ccc(C#Cc3cccnc3)cc2[C@@H]2[C@@H](CCN2C(=O)C2CCOCC2)[C@H]1CO
→ -3	3	2	-9	-10	4	1	2
COc1ccc(S(=O)(=O)N2CCC(C(=O)NC3(C)CCS(=O)(=O)C3)CC2)cc1OC (stereo not drawn)
→ ·	16	2	-1	-8	1	-1	1
O=C(C1CCCN(c2ncccn2)C1)N1CCc2ccccc21 (stereo not drawn)
→ 0	·	-2	·	·	19	-1	0
COc1ccccc1OCC(=O)Nc1ccccc1C(=O)N1CCCC1
→ 8	-2	12	8	5	-4	-2	-1
Cc1ccc(O)c(C2=NNC(c3ccc(Cl)cc3)C2)c1 (stereo not drawn)
→ 0	3	-3	-53	-91	·	1	6
Cc1ccc(NC2=NC(=S)N(CC#N)C23CCCCC3)cc1
→ 4	·	6	5	·	-5	0	-26
CN(C)CC(=O)Nc1ccc2c(c1)[C@@H]1C[C@@H](CC(=O)NC3CCCCC3)O[C@H](CO)[C@@H]1O2
→ 4	15	0	-6	1	0	1	-5

Other entries follow:
Screens in order – PGC1a acetyl inh	GSIS activator	PglD DTNB	PAX8 reporter	LGR2 inh	Statin myotox sup	Cneo AK release	ARNT TACC3 PPI
C[C@@H]1CN([C@@H](C)CO)C(=O)c2cc(-c3cccc(F)c3)cnc2O[C@H]1CN(C)S(=O)(=O)c1cccc(F)c1
→ -6	-24	-1	·	11	-34	-7	2
COc1cccc(NC(=O)CSc2nc3ccccc3cc2Cc2ccccc2)c1
→ -7	·	-4	·	·	-2	-2	-17
COc1ccc(NC(=O)Cn2c(=O)sc3ccccc32)c(OC)c1
→ 2	5	2	-3	-2	1	3	15
O=C(c1ccccc1Cl)N1CCC(O)(c2cccnc2)CC1
→ ·	2	·	5	-10	·	·	3
C[C@H](NC(=O)c1nc[nH]c1C(=O)NC1CCNCC1)C(=O)OC(C)(C)C
→ -5	·	2	1	·	-4	1	-1
CC(CN1CCCCC1)OC(=O)c1ccco1 (stereo not drawn)
→ 10	7	1	-4	8	3	1	11
Cc1ccccc1S(=O)(=O)N1[C@@H]2CNC[C@H]1C2c1ccc(-c2cccc(C(=O)N(C)C)c2)cc1 (stereo partly drawn)
→ 6&-5	-2&4	·	-12&15	-18&-2	·	·	·
CC1=CC(=O)OC1Cc1ccncc1 (stereo not drawn)
→ -3	·	-5	·	·	-1	1	0
O=C(Oc1ccc(C(=S)N2CCCCC2)cc1)c1ccccc1F
→ -8	9	-10	3	-34	0	1	·
Cc1ccc(S(=O)(=O)N(C)S(=O)(=O)c2ccc(C)cc2)cc1
→ ·	5	5	-3	8	6	-1	21
Cc1ccc(C(=O)N=c2sccn2C)o1
→ ·	7	2	-23	-9	·	-1	-5
CCN(CC)CCNC(=O)c1cc(-c2ccc(Br)s2)nc2ccccc12
→ -7	-4	-1	15	-2	-10	5	3
COCC#Cc1cnc2c(c1)C(=O)N([C@H](C)CO)C[C@H](C)[C@H](CN(C)C(=O)c1cccc(F)c1)O2
→ 3	32	-1	-3	8	1	0	-5
CCN(C[C@H]1N[C@H](CO)[C@H]1c1ccc(-c2cccc(C#N)c2)cc1)C(=O)COC
→ 5	-8	16	0	-16	-14	-7	-9
CCn1c(SCC(=O)Nc2nc(C)cs2)nnc1-c1ccoc1C
→ -9	-9	5	1	·	3	1	11
CCC(=O)N(Cc1ccco1)C1CC(=O)N(c2ccccc2)C1=O (stereo not drawn)
→ 2	20	5	5	4	-2	-2	·
O=C(c1ccc(Cl)c(F)c1F)N1CCOCC1
→ -2	17	-3	·	·	·	6	-5
COc1ccc(NC(=O)Nc2ccc3c(c2)C(=O)N([C@H](C)CO)C[C@H](C)[C@H](CN(C)S(C)(=O)=O)O3)cc1
→ -1	-2	-1	·	16	24	47	-3
CCC/C(O)=N\S(=O)(=O)c1ccc(N=NN(C)C)cc1
→ 12	·	-5	·	·	-2	-5	·
COc1ccc(NC(=O)N(C)C[C@@H]2Oc3cc(C#CCN(C)C)ccc3S(=O)(=O)N([C@H](C)CO)C[C@@H]2C)cc1
→ -5	2	-1	·	-11	-33	-2	-5
Cc1ccc(NC(=O)COc2coc(CN3CCc4ccccc43)cc2=O)c(C)c1
→ 5	-9	6	10	-5	25	-2	3
C[C@H](CO)N1C[C@H](C)[C@@H](CN(C)CC2CCCCC2)Oc2ccc(NC(=O)CCCN(C)C)cc2CC1=O
→ -12	4	-2	3	5	-3	0	0
CC(=O)N1c2ccc(S(=O)(=O)NCC3CCC(C(=O)NCc4ccccc4)CC3)cc2CC1C (stereo not drawn)
→ 13	-22	·	2	-8	7	0	-7
O=C(/C=C/c1ccc(F)cc1)NC(=S)N1CCN(Cc2ccccc2)CC1
→ ·	-3	-6	-11	-1	3	18	0
O=C(NCc1ccc(Cl)cc1)C1CCN(c2nnc(N3CCCC3=O)s2)CC1
→ 2	1	-2	-7	2	9	0	-3
O=C(Nc1ccc(N2CCOCC2)cc1)Nc1cnsn1
→ 2	·	0	·	·	-17	-2	1
O=C(c1cc2cc(F)ccc2[nH]1)N1CCN(C(=O)c2ccco2)CC1
→ -8	-16	-3	25	-23	-5	16	-20
CCOCCCNC(=S)NC1CC2CCC(C1)N2Cc1ccccc1 (stereo not drawn)
→ 19	-17	·	4	-3	·	·	-4
Cc1ccc(S(=O)(=O)N2CCCC2c2nc3ccccc3s2)cc1 (stereo not drawn)
→ -10	·	4	7	·	9	-1	-1
Cc1oc(-c2cccs2)nc1CNC[C@H]1O[C@@H](n2cnc3c(N)ncnc32)[C@H](O)[C@@H]1O
→ 13	-1	-3	-13	2	-8	1	4

Only Statin myotox sup, PglD DTNB and Cneo AK release, for 2 of the compounds above:
SMILES,Statin myotox sup,PglD DTNB,Cneo AK release
CC(=O)N1c2ccc(S(=O)(=O)NCC3CCC(C(=O)NCc4ccccc4)CC3)cc2CC1C (stereo not drawn),7,·,0
O=C(/C=C/c1ccc(F)cc1)NC(=S)N1CCN(Cc2ccccc2)CC1,3,-6,18

Remaining list, next part:
Screens in order – PGC1a acetyl inh	GSIS activator	PglD DTNB	PAX8 reporter	LGR2 inh	Statin myotox sup	Cneo AK release	ARNT TACC3 PPI
O=C(CNS(=O)(=O)c1ccc(Br)s1)N1CCC(N2CCCCC2)CC1
→ -3	-1	5	·	8	2	2	-7
C[C@@H]1CN([C@H](C)CO)C(=O)c2cc(C#CC3CCCCC3)cnc2O[C@H]1CN(C)Cc1cncnc1
→ 5	-21	-1	·	-3	13	4	2
CC1(C)C(=O)Nc2ccccc2N1C(=O)COC(=O)c1ccc(Cl)c(S(=O)(=O)NCc2ccccc2)c1
→ -8	·	1	30	·	·	-1	-21
CCOC(=O)N1CCC(NC(=O)c2cc(C(=O)NCc3cccc(Cl)c3)ccc2CO)CC1
→ -14	·	1	1	·	·	0	·
O=C1c2ccccc2-c2c1c1ccccc1c(=O)n2-c1ccccc1
→ ·	4	·	-8	-13	·	·	-1
CCOc1cc(/C=N/NC(=O)c2cccnc2)ccc1OCC(=O)N1CCOCC1
→ 10	13	0	18	2	·	0	-3
O=C(COC(=O)CCCN1C(=O)c2ccccc2C1=O)Nc1ncc(Cl)cc1Cl
→ -8	·	-3	·	·	?	0	-2
CO[C@@H]1CN(C)C(=O)c2ccc(NS(=O)(=O)c3ccc(F)cc3)cc2OC[C@H](C)NC[C@H]1C
→ 19	14	-1	13	12	-7	-4	-3
C/C=C/c1ccc2c(c1)[C@@H]1[C@@H](CCN1C(=O)Cc1ccncc1)[C@@H](CO)N2C
→ 9	-7	-2	14	-1	-14	0	5
Cc1cc(CNC(=S)Nc2ccc(S(=O)(=O)Nc3ncccn3)cc2)nn1C
→ ·	25	-2	3	-4	·	-1	·
CCOc1ccc(Cl)cc1S(=O)(=O)N1CCN(c2ccc(F)cc2)CC1
→ -6	-18	0	-5	·	-2	9	-3
COc1ccc(N(Cc2ccccc2)S(=O)(=O)c2cccc(C(=O)O)c2)cc1
→ 1	-8	-1	1	-17	2	-4	-6
